AmpC no deterg: AmpC beta-lactamase inhibition without detergent; 0.52% of 330,000 active; Potency, µM (doses to about 57.1 µM), for the others: top-dose activity change, negative = inhibition, actives largely listed as inhibitors; AID 485341; P00811; AmpC nitrocefin hydrolysis, absorbance 480 nm, 0.0001% Triton;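 further: potency means the concentration at half of the fitted maximal effect; plate controls were no compound for no effect and no enzyme for full effect; nearly all actives have a fitted effect of over 20% in size; some results filed as inactive show a strong effect at the top dose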
Target sequence (P00811 whole entry, looked up): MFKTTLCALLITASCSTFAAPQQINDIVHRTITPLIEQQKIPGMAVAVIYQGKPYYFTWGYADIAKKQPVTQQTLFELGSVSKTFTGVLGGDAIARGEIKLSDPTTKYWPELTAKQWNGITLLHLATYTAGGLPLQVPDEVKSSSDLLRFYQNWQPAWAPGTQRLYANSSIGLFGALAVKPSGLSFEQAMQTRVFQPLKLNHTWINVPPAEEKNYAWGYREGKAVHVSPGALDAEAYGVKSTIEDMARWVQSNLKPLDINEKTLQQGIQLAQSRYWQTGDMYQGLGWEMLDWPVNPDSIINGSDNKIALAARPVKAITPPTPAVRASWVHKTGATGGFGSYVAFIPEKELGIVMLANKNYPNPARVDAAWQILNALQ
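AmpC (5.3 nM in the dispensed reagent) in 20 mM phosphate pH 7.0 with 0.01% (detergent screen) or 0.0001% Triton X-100 was preincubated with compounds for 15 min at room temperature. Nitrocefin was then added from an 800 uM solution, and hydrolysis was followed at 480 nm.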
Sm TGR block: S. mansoni TGR enzyme inhibition | Q962Y6 | purified TGR, DTNB reduction, TNB absorbance 405 nm | Potency, µM (highest dose often 114 µM), without a hit: at the highest dose activity change, negative = inhibition, usual class: inhibitors | 3% of 360,000 active | AID 485364; further: potency means the concentration at half of the fitted maximal effect; nearly all actives have a fitted effect of over 60% in size
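First, TGR (20 nM dispensed) and NADPH were mixed with compound. Second, a 15 min room-temperature incubation followed. Third, further NADPH and then DTNB were added to start the reaction. Finally, TNB absorbance was monitored kinetically.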
FBPA Giardia inh: Giardia lamblia aldolase inhibition | A8B2U2 | purified Giardia FBPA | Potency, µM (doses to about 59.6 µM), without a hit: at the top dose activity, negative = inhibition, hits mostly inhibitors | 0.71% of 290,000 active; further: potency means the concentration at half of the fitted maximal effect; nearly all actives have a fitted effect of over 55% in size
Target sequence (A8B2U2 whole entry, looked up): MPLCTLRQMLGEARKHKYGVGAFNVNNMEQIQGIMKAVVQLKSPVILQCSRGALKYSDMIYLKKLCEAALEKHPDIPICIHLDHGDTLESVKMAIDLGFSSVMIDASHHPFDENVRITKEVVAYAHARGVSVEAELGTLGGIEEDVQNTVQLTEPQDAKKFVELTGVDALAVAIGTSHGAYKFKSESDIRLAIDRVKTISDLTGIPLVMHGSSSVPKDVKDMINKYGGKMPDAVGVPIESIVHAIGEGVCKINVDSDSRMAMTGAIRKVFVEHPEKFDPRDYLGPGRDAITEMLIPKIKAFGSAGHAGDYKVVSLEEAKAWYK
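Giardia FBPA (40 nM reagent) was preincubated 10 min at RT with compound (up to 57.5 uM final), then substrate plus GAPDH/TPI/NAD/arsenate coupling system with diaphorase/resazurin was added; resorufin fluorescence (525/598 nm) was read after 20 min.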
AmpC inh detg: AmpC beta-lactamase inhibition with detergent present; 0.041% of 370,000 active; P00811; Potency, µM (doses to about 114 µM), for the others: at the top dose activity change, negative = inhibition, most hits filed as inhibitors; AmpC hydrolysis of nitrocefin, absorbance 480 nm, 0.01% Triton;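 further: potency means the concentration at half of the fitted maximal effect; 0% = no-compound wells and -100% = no-enzyme wells; nearly all actives have a fitted effect of over 25% in size; some results filed as inactive show a strong effect at the top dose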
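20 mM phosphate pH 7.0 + 0.01% (detergent screen) or 0.0001% Triton X-100; 5.3 nM AmpC reagent; cpd preinc 15 min RT; nitrocefin (800 uM stock) to start; A480 q20 s × 4 min; Activity was normalised to no-enzyme and no-compound control wells.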
AMA1 RON2 block: AMA1-RON2 (P. falciparum) interaction inhibition | AlphaScreen AMA1-biotinylated RON2 peptide binding | 0.2% of 360,000 active | AID 720542 | Potency, µM (highest dose often 58.2 µM), without a hit: at the top dose activity change, negative = inhibition, most hits filed as inhibitors;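 further: potency means the concentration at half of the fitted maximal effect; 0% = vehicle wells and -100% = peptide control; nearly all actives have a fitted effect of over 45% in size; some results filed as inactive show a strong effect at the top dose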
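AMA1 (3D7) with his tag at 25 nM final met compounds first, then biotinylated RON2 peptide at 25 nM; detection used donor plus acceptor beads, 10 µg/mL apiece, read by AlphaScreen after 30 min at room temperature.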
HCMV antiviral: blocks human cytomegalovirus replication; HFF cells, HCMV-luciferase reporter, 72 h; hits give low values; activity change, negative = inhibition, % at 57.5 µM; 4.5% of 410,000 active; AID 1259415; in the data active means activity change below about -60%; inconclusive means no clear call, values can overlap the other calls; inactive means above about -39%
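Luciferase read-out from HCMV-luciferase-infected HFFs (MOI 1 PFU/cell) 72 h post infection at 37C; compounds added after 16 h cell attachment; activity normalized between buffer-only basal and Salinomycin (10uM) inhibitor controls.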
Numbers without * were called inactive; ? = inconclusive; / = not tested or not shown; & = joins results of further samples; [ ] = dose if it differs, or a comment. Unless noted, the call rests on the fitted dose curve; in most records, active means well fitted curve in the direction sought with a large enough effect; inconclusive means small, poorly fitted or top-dose-only effect, or another doubt; inactive means no such curve, though single readings can be large; an effect the other way counts as inactive or inconclusive. Unless noted, on the % scale 0 is the no-effect control and ±100 the full control effect.

Values in the order: AmpC no deterg, Sm TGR block, FBPA Giardia inh, AmpC inh detg, AMA1 RON2 block, HCMV antiviral
#1 Cc1ccc(C(=O)CSc2ncc3c(n2)-c2ccccc2N(Cc2ccc(Cl)cc2)S3(=O)=O)cc1
→ /, 2%, /, -9%, /, 10
#2 Nn1c(Cc2cccc3ccccc23)nnc1SCCOc1ccc(Br)cc1
→ -20%, -25%, -3%, 1%, -5%, -9
#3 Cc1cc(C(=O)COC(=O)c2cc(Cl)c(O)c(Cl)c2)c(C)n1C
→ -10%, 50µM*, /, 2%, ?, 2
#4 COc1ccc2[nH]c(=O)c(CN(Cc3nnnn3Cc3ccco3)C3CCCCC3)cc2c1
→ -4%, 56µM*, ?, -7%, ?, -7
#5 Cc1nn(Cc2c(F)c(F)c(F)c(F)c2F)c(C)c1NC(=O)c1nn(C)cc1Br
→ 20%, -2%, /, 0%, -9%, 11
#6 Cc1cccc(CNC(=O)c2ccc3nc(Cc4ccccc4)oc3c2)c1
→ /, 3%, /, 20%, /, 4
#7 O=C(Cn1nc(-c2ccc(Cl)cc2)ccc1=O)NCC1COCCO1 (stereo unspecified)
→ 29%, 6%, /, -1%, -1%, -7
#8 CC1CC(C)CN(CC(=O)c2cccs2)C1 (stereo unspecified)
→ -3%[2.29 µM], ?, -1%, -7%, 1%, 105
#9 CCN(CC)c1ccc(NC(=O)c2sc3ccccc3c2Cl)cc1
→ /, -2%, /, 16%, /, 31
#10 COc1ccc(-c2c3c(=O)n(C)c(=O)n(C)c3cn2C2CCCCC2)cc1
→ 57%, -7%, -8%, -14%, -19%, ?
#11 COc1cccc(CC(=O)NNC(=O)CN(C)S(=O)(=O)c2ccc(C)cc2)c1
→ -18%, /, /, /, 89%[activator], -12
#12 COc1cc(O)c(C(CCN2CCOCC2)c2cc(OC)c(OC)c(OC)c2)c(OC)c1 (stereo unspecified)
→ 34%, -27%, -23%&-21%, 1%, 6%, -3
#13 COc1ccccc1CNc1nc(-c2ccco2)nn1S(=O)(=O)c1ccc(C)cc1
→ /, 3%, /, 13%, /, -1
#14 CC1CCN(CCCOc2ccc(Cl)cc2Br)CC1
→ -3%, ?, ?, 4%, -22%, -7
#15 Cc1ccc(S(=O)(=O)Nc2ccccc2F)cc1C(=O)N1CCCC1
→ -11%, 2%, /, -17%, 7%, -9
#16 Cc1ccc2c(c1)/C(=C/c1ccccc1C)C(=O)N2
→ -28%, -8%, -30%, -5%, 14%, 9
#17 Cc1cccn2cc(CCNC(=O)c3ccco3)nc12
→ -89%, 0%, 0%, ?, 3%, 17
#18 Cn1c(=O)c(-c2cc(=O)[nH][nH]2)c(O)c2ccccc21
→ -45%, 7%, -19%, -6%, 42%[activator], 17
#19 CSc1ccc(C(=O)C2CCCN(CCCn3cccn3)C2)cc1 (stereo unspecified)
→ 3%, 17%, 5%, 8%, -4%, -12
#20 CCOC(=O)c1c(NC(=O)C(=O)N/N=C/c2ccccc2O)sc2c1CCCCC2
→ -19%, 2%, 10%, ?, 56%[activator], -20
#21 COc1ccc(CCNC(=O)CSc2cccc3cccnc23)cc1OC
→ -2%, -2%, 0%, 2%, 1%, 34
#22 Cc1cc(-c2ccc(S(=O)(=O)Nc3cccc(C)c3C)s2)on1
→ /, 1%, /, 2%, /, -16
#23 CCOC(=O)c1ccc2c(c1)n(CCO)c(C)[n+]2CC
→ -23%, -30%, 2%, ?, 35%[activator], -16
#24 Cc1cccc(NC(=O)CCc2nnc3ccc(N4CCC(C)CC4)nn23)n1
→ -14%, -10%, /, 2%, -2%, /
#25 COC(=O)c1nn(-c2ccccc2)ccc1=O
→ -7%, 5%, 0%, -2%, 0%, -9
#26 Nc1cc([N+](=O)[O-])ccc1O
→ -6%, -8%, 3%, -15%, -16%, -7
#27 CN1CCN(c2ccc(CNS(=O)(=O)Cc3ccc(Cl)cc3)cc2)CC1
→ 1%, 13%, -3%, 6%, 4%, -9
#28 Cc1ccc(S(=O)(=O)N2CCC(N3CCCCCC3)CC2)cc1
→ -24%, -13%, -10%, -7%, -24%, -2
#29 Cc1cc(C(=O)N/N=C/c2cc(Br)cc(Br)c2OC(=O)c2ccccc2)n[nH]1
→ -16%, -7%, -7%, 1%, /, /
#30 O=C(c1ccccc1)n1nc(-c2ccccc2)nc1NCc1ccco1
→ -23%, 0%, -1%, ?, -10%, 11
#31 N#Cc1ccc(-c2ccc(F)cc2)nc1SCC(=O)Nc1sc2c(c1C#N)CCC2
→ -37%, -21%, 4%, -3%, 0%, 37
#32 CNC(=S)NN(c1ccccc1)c1ccccc1
→ -21%, -20%, 5%, ?, 0%, -6
#33 COc1cc(N)c(C(O)c2nccc3cc(OC)c(OC)cc23)cc1OC (stereo unspecified)
→ 24%, 0%, 13%, -5%, 29%, 50
#34 COc1ccc(/C=N/Nc2ncnc(Cl)c2N)cc1OC
→ -15%, ?, -29%, -2%, 44%[activator], ?
#35 COc1ccc(NC(=O)C/C(C)=N/NC(=O)C(=O)NC2CCCCC2)c(OC)c1
→ 48%, -2%, -14%, -2%, 24%, ?
#36 O=C(NNc1nc2c(F)cc(F)cc2s1)C1COc2ccccc2O1 (stereo unspecified)
→ -12%, -4%, 7%, -4%, 103%[activator], 14
#37 O=C(N/N=C/c1cccc(O)c1)c1csc2ccccc12
→ -45%, 7%, -10%, ?, 5%, -5
#38 Fc1cccc(CSc2ccc(-c3cccs3)nn2)c1
→ /, 1%, /, 9%, /, -10
#39 Cc1ccc(Cl)cc1N(C)C(=O)c1noc2c1CCCCC2
→ /, 7%, /, 6%, /, -64*
#40 CCc1c(C(=O)NNC(=S)NC2CCCCC2)csc1C
→ -49%, 8%, 13%, 1%, 74%[activator], ?
#41 CCOc1ccc(-n2c(=O)c3sccc3n(CC(=O)NCc3ccco3)c2=O)cc1
→ -26%, -10%, 8%, 1%, 6%, -28
#42 Cc1cc2c(c(=O)n1CCc1ccccc1)C(c1ccco1)C(C#N)=C(N)O2 (stereo unspecified)
→ -16%, -13%, -8%, -3%, 22%, -4
#43 Cn1nnnc1SCC(=O)Nc1ccccc1[N+](=O)[O-]
→ -11%, 2%, 3%, -12%, -1%, -8
#44 O=C(O)CC(CCc1ccccc1)OC1OC(CO)C(O)C(O)C1O (stereo unspecified)
→ -46%, ?, -21%, -3%, ?, -14
#45 N#C/C(=C\c1ccc2c(c1)OCO2)C(N)=S
→ -26%, -8%, -18%, -7%, 91%[activator], 11
#46 Cc1ccc(NC(=O)CCNS(=O)(=O)c2ccc3[nH]c(=O)oc3c2)cc1F
→ -21%, -6%, ?, 5%, 3%, -17
#47 Cc1ccc(NC(=O)COc2ccc(-c3nnco3)cc2)cc1S(=O)(=O)N1CCOCC1
→ 11%, 0%, 2%, ?, 2%, ?
#48 CC1Cc2ccccc2N1C(=O)CN1C(=O)NC2(CCCCC2)C1=O (stereo unspecified)
→ -17%, 0%, /, -8%, 1%, 3
#49 Cc1ccc(NC2CCCN(C(=O)CN3C(=O)CSC3=O)C2)cc1C (stereo unspecified)
→ 44%, -23%, /, 1%, -13%, -4
#50 Cc1ccc(C)n1-c1ccc(C(=O)N2CCC(C(N)=O)CC2)cc1
→ -11%, 2%, -9%, 7%, -20%, 4
#51 CCCN1CCN(C(=O)CCCn2c(C)c3cnn(-c4ccccc4)c(=O)c3c2C)CC1
→ 66%[activator], -13%, -11%, ?, -7%, -4
#52 O=C(Cn1c(NCCO)nc2ccccc21)Nc1ccc2c(c1)OCCCO2
→ 1%, -1%, /, -9%, 19%, -18
#53 O=C1CCC(=O)N1CN(C(=O)c1ccco1)c1ccc(Cl)c(Cl)c1
→ 0%, 11%, 5%, 5%, -16%, -33
#54 O=C(NCC1CCCN1S(=O)(=O)c1cccs1)C(=O)Nc1ccccc1 (stereo unspecified)
→ -11%, -18%, /, ?, 20%, -2
#55 CCOC(=O)N1CCN(C(=O)C(C)NC(=O)c2ccco2)CC1 (stereo unspecified)
→ -5%, -16%, -2%, ?, 7%, -14
#56 Nc1cc(S(=O)(=O)Nc2cc(Cl)ccc2Cl)ccc1N1CCCC1
→ -49%, 0%, -8%, 0%, -9%, ?
#57 O=C(COC(=O)/C=C/c1ccccc1)NCc1ccc(Cl)cc1
→ -32%, -6%, 6%, -9%, 9%, 32
#58 C#CCOCCOCCOCCNc1nc(N2CCN(C(=O)[C@H](C(C)C)n3cc(CCO)nn3)CC2)nc(N2CCN(C(=O)[C@H]([C@@H](C)CC)n3cc(CCCCN)nn3)CC2)n1
→ 324%[activator], -8%, -13%, 0%, 0%, -30
#59 C/C(=N\N1CCCCCC1)c1c(O)n(C)c(=O)n(C)c1=O
→ -8%, -5%, 4%, ?, /, /
#60 COc1ccc(CN(C)CC(=O)Nc2ccccc2C(=O)NC2CC2)cc1OC
→ -18%, 1%, /, 4%, 60%[activator], -7

Among those listed so far, 11 have a Cl atom:
Values in the order: AmpC no deterg, Sm TGR block, FBPA Giardia inh, AmpC inh detg, AMA1 RON2 block, HCMV antiviral
#1 Cc1ccc(C(=O)CSc2ncc3c(n2)-c2ccccc2N(Cc2ccc(Cl)cc2)S3(=O)=O)cc1
→ /, 2%, /, -9%, /, 10
#3 Cc1cc(C(=O)COC(=O)c2cc(Cl)c(O)c(Cl)c2)c(C)n1C
→ -10%, 50µM*, /, 2%, ?, 2
#7 O=C(Cn1nc(-c2ccc(Cl)cc2)ccc1=O)NCC1COCCO1 (stereo unspecified)
→ 29%, 6%, /, -1%, -1%, -7
#9 CCN(CC)c1ccc(NC(=O)c2sc3ccccc3c2Cl)cc1
→ /, -2%, /, 16%, /, 31
#14 CC1CCN(CCCOc2ccc(Cl)cc2Br)CC1
→ -3%, ?, ?, 4%, -22%, -7
#27 CN1CCN(c2ccc(CNS(=O)(=O)Cc3ccc(Cl)cc3)cc2)CC1
→ 1%, 13%, -3%, 6%, 4%, -9
#34 COc1ccc(/C=N/Nc2ncnc(Cl)c2N)cc1OC
→ -15%, ?, -29%, -2%, 44%[activator], ?
#39 Cc1ccc(Cl)cc1N(C)C(=O)c1noc2c1CCCCC2
→ /, 7%, /, 6%, /, -64*
#53 O=C1CCC(=O)N1CN(C(=O)c1ccco1)c1ccc(Cl)c(Cl)c1
→ 0%, 11%, 5%, 5%, -16%, -33
#56 Nc1cc(S(=O)(=O)Nc2cc(Cl)ccc2Cl)ccc1N1CCCC1
→ -49%, 0%, -8%, 0%, -9%, ?
#57 O=C(COC(=O)/C=C/c1ccccc1)NCc1ccc(Cl)cc1
→ -32%, -6%, 6%, -9%, 9%, 32

Screens as filed in PubChem.
